Lipid storage S3: qHTS Assay for Lipid Storage Modulators in Drosophila S3 Cells; Drosophila S3 cells, BODIPY lipid droplet fluorescence, 18-24 h; cells fed with added oleic acid; lipid storage change, negative = inhibition, % at the top dose, mostly 46.1 µM; hits show Potency in µM; 320,000 compounds, 0.64% hits; active = well fitted inhibition curve with a large enough effect in the signal ratio, with a control signal flat, not every such curve was filed as active; inconclusive = small, poorly fitted or top-dose-only effect, or effect the other way, or a change in a side signal; the % refers to the signal ratio
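Drosophila S3 cells got compounds at several concentrations plus oleic acid (400 uM solution). Laser-scanning cytometry with 488 nm excitation read lipid droplets at 500-530 nm and cells at 575-640 nm. Percent activity was relative to 20 uM Triacsin C.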
Lipid storage S3 cell count max: recorded beside Lipid storage S3, whose call it bears; cell number change, %; measured here: cell count max response;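 cells counted by Cell Tracker Red CMTPX staining in the red channel; peak over a dose series mostly up to 46.1 µM; percent activity relative to internal control wells on each plate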
* = called active by the depositor; i = inactive; ? = inconclusive; nt = no result given. % is scaled to controls: 0 for no effect and ±100 for the full control effect; potency is read from the fitted curve at half-maximal effect. Not all compounds are listed; count on the stated rates, not on these rows.

SMILES	Lipid storage S3	Lipid storage S3 cell count max
O=[N+]([O-])c1cccc(P(=O)(O)c2cccc([N+](=O)[O-])c2)c1	?	nt
NC(=O)[C@@H]1CC2(CC(c3cccc(NC(=O)[C@H]4CCC(=O)N4)c3)=NO2)CN1C(=O)COc1ccc(Cl)cc1 (stereo not given in full)	-1%	-1
CCN(CC)CCNC(=O)c1ccc(N2CCCCC2)c(NS(=O)(=O)c2ccc(C)cc2)c1	i	nt
c1ccc(-c2nnc(CN3CCCCC3)o2)cc1	3%	11
COC(=O)c1cccc(/C=N/NC(N)=S)c1O	4%	17
CC1Cc2ccccc2N1C(=O)CO/N=C/c1ccc(OC(F)F)cc1 (stereo not given)	?	nt
CC(=O)c1c(C)[nH]c(C(=O)COc2ccc3c(C)cc(=O)oc3c2)c1C	?	nt
O=C(NCCCN1CCN(c2cccc(Cl)c2)CC1)C1(S(=O)(=O)c2ccc(Cl)cc2)CC1	?	nt
CCC(C)C1Nc2ccc(C(=O)NCc3ccc4c(c3)OCO4)cc2NC1=O (stereo not given)	?	nt
CC1(C)CC(NC(=O)C23CCC(C)(C(=O)C2)C3(C)C)CC(C)(C)N1 (stereo not given)	?	nt
O=C(O/N=C1\CCCc2ccccc21)c1cccc(Cl)c1	i	nt
CC(C)[C@H](NC(=O)OCc1ccccc1)C(=O)OCc1cc(=O)oc2cc(O)ccc12	?	nt
O=C(Nc1ccc(N2CCN(C(=O)c3ccco3)CC2)cc1)c1ccc2c(c1)OCO2	-1%	-8
Cc1cccc(NC(=O)C2CCCN2S(=O)(=O)c2ccc(F)cc2)c1C (stereo not given)	?	nt
COc1ccc(C(=O)NC(=S)NNC(=O)c2c(-c3ccccc3)noc2C)cc1	?	nt
CC(Sc1nnc(Nc2ccccc2)s1)C(=O)Nc1nc(-c2ccccc2)cs1 (stereo not given)	?	nt
NS(=O)(=O)c1ccc(NC(=O)CCC(=O)c2ccc(Cl)s2)cc1	?	nt
Cc1cccc(CN2CCN(C(=O)c3cccc4ccccc34)CC2)c1	22%	-5
CCC(C(=O)NC1CCCC1)N(C(=O)Cn1nnc(-c2ccc(OC)c(OC)c2)n1)c1cccc(O)c1 (stereo not given)	?	nt
C/C(=N\NC(=O)c1nnn(-c2nonc2N)c1-c1ccc2c(c1)OCO2)c1ccccc1	i	nt
O=C(Nc1ccccc1C(=O)O)c1cc(S(=O)(=O)Nc2ccccc2)ccc1Cl	?	nt
COc1ccc(/C=N\NC(=O)c2ccc(F)cc2)cc1COc1ccccc1C(N)=O	i	52
COc1ccccc1CNC(=O)[C@H](C)NC(=O)C1CCN(C(=O)[C@@H](N)Cc2ccccc2)CC1	?	nt
Cc1cc(C(F)(F)F)nn1Cc1n[nH]c(=S)n1Cc1ccccc1	-3%	-5
N/C(COc1ccccc1)=N\NC(=O)c1cccnc1Oc1ccccc1	i	nt

Other records
SMILES	Lipid storage S3	Lipid storage S3 cell count max
COc1ccc(C(=O)NCCS(=O)(=O)N2CCc3ccccc3C2)cc1OC	?	nt
O=C(N/N=C\c1ccc(F)cc1)c1ccc(F)cc1	-2%	1
OC(COc1cc(Cl)c(Cl)cc1Cl)CN1CCN(c2ncccn2)CC1 (stereo not given)	-9%	-8
CCOc1ccc(C(=O)n2cnnc2N)cc1	17%	-6
CCCNC(=O)C(Cc1ccccc1)NS(=O)(=O)c1ccc2c(c1)CCC(=O)N2 (stereo not given)	8%	nt
CC1(C)CC(=O)c2cn3nc(C(F)(F)F)nc3nc2C1	i	23
CCCCCC(=O)Nc1ncc2c(n1)CC(c1cccs1)CC2=O (stereo not given)	4%	6
O=C(CCN1C(=O)/C(=C/c2ccccc2Cl)SC1=S)NNC(=O)c1ccccc1O	?	nt
CN1CCC(N(C)C(=S)NC(=O)c2cc(-c3cccc(Br)c3)nc3ccccc23)CC1	-7%	4
COc1ccc(S(N)(=O)=O)cc1C(=O)NC1CCCc2ccccc21 (stereo not given)	?	nt
CCOc1ccc(NC(=O)CCN2CCN(C)CC2)cc1	?	nt
COc1ccc(C)cc1NC(=O)C(c1ccccc1)N1CCN(CC(=O)NC2CC2)CC1 (stereo not given)	?	nt
COc1ccc(NC(=O)c2ccc(C#N)cc2)cc1NS(=O)(=O)c1ccc(F)cc1	?	nt
COc1ccc(N(CC(=O)Nc2cc(C)ccc2C)S(=O)(=O)c2c(C)noc2C)cc1	i	-3
CCc1cc2c(-c3ccccc3)cc(=O)oc2c(CN2CCOCC2)c1O	?	nt
CCOc1cc(CNCC(C)C)c(Cl)cc1OCC(=O)Nc1ccccc1	?	nt
COc1cc(/C=N/NC(=O)C2CCN(CC(O)COCc3ccccc3)CC2)cc(OC)c1OC (stereo not given)	?	nt
Cc1ccc(-n2c(SCC(=O)N/N=C/c3ccccc3OCC(=O)O)nc3ccccc3c2=O)cc1	?	nt
COc1ccc(-n2nnnc2SCC(=O)N2CCCC2=O)cc1	-5%	21
COc1ccc(OC)c(N(CC(=O)NCC2CCCO2)S(=O)(=O)c2ccccc2)c1 (stereo not given)	i	nt
Oc1ccccc1Cc1c(O)ccc2ccccc12	?	nt
Cc1c(Cl)cnc(NC(=O)COC(=O)CCc2nc3ccccc3s2)c1Cl	-8%	-10
CCOc1cc(C(=O)Nc2ccc([N+](=O)[O-])cn2)cc(OCC)c1OCC	?	nt
COc1ccccc1N1CCN(CC(=O)Nc2cc(F)ccc2C)CC1	?	nt
CC(=O)Nc1ccc(NC(=O)/C=C/c2ccc(Cl)cc2)cc1	6%	5

(further entries)
SMILES	Lipid storage S3	Lipid storage S3 cell count max
C/C(=N\NC(=O)c1[nH]c2c([N+](=O)[O-])cc(C)cc2c1-c1ccccc1)c1cccnc1	1%	-3
Cc1ccc(C(=O)NNC(=O)c2cccnc2SCc2cccc([N+](=O)[O-])c2)cc1	-13%	26
CC(NS(=O)(=O)c1ccc(OCC(=O)NCc2ccncc2)cc1)c1ccccc1 (stereo not given)	i	1
Cc1c2cnn(CC(=O)Nc3cccc(C(F)(F)F)c3)c(=O)c2c(C)n1Cc1ccccc1F	13%	-1
COc1cc(C(=O)N[C@H](C(=O)NC2CCCCCC2)C(C)C)cc(OC)c1OC	i	nt
COc1ccc(-c2cc(C(=O)NNC3=NCCC3)c3c(C)nn(-c4ccccc4)c3n2)cc1	?	nt
Cn1c(=O)n(C)c2cc([N+](=O)[O-])c(N3CCN(S(=O)(=O)c4ccccc4)CC3)cc21	-6%	-20
O=C(CN1CCOc2ccccc21)NCc1cccs1	?	nt
Cc1cccc(N=Cc2[nH]c3ccc(Br)c(Cl)c3c2O)c1	6%	4
COc1cccc(-c2ccc3nnc(SCC(=O)Nc4ccc(NC(C)=O)cc4)n3n2)c1	?	nt
C/C(=N\Nc1nc(N2CCCCCC2)nc(N2CCCCCC2)n1)c1ccccc1	3%	-4
COC(=O)c1cccc(C(=O)N2CCCC(C(=O)c3cccc(OC(C)C)c3)C2)c1 (stereo not given)	?	nt
O=C(NCc1cccc(C(F)(F)F)c1)C1CCC(=O)N(C2CCCCCC2)C1 (stereo not given)	?	nt
O=C(CCC(=O)c1cccs1)NCc1ccc(F)cc1	?	nt
O=C(COc1ccccc1[N+](=O)[O-])N1CCCc2ccccc21	?	nt
O=C(O)C1CCC(CNS(=O)(=O)c2ccc(Br)cc2)CC1 (stereo not given)	-4%	8
CC(C)OP(=O)(c1ccc(N(C)C)cc1)C(O)c1ccc(C(C)C)cc1 (stereo not given)	1%	-1
O=C(NN1CCN(Cc2ccccc2Cl)CC1)c1ccc(Cl)cc1	?	nt
Clc1c(-c2ccccc2)nnn1-c1ccccc1	?	nt
COC(=O)CSc1nc(C)cc(C)c1C#N	1%	13
O=C(NN1C(=O)CSC1=S)c1cccnc1	-11%	5
O=C(CSc1nc(-c2ccccc2)cc(=O)[nH]1)Nc1ccc(Br)cc1	22%	nt
COc1ccc(CC2C(=O)OC(C)(C)OC2=O)cc1	?	nt
CCN(C(=O)c1cnc(NC(C)C)cc1C(F)(F)F)c1ccc(Cl)cc1Cl	-5%	9
CCCCN(C(=O)CSc1nnc(Nc2ccc(C)c(C)c2)s1)c1c(N)n(Cc2ccccc2)c(=O)[nH]c1=O	?	nt

Later entries.
SMILES	Lipid storage S3	Lipid storage S3 cell count max
CCC/C(O)=C1\C(=O)CC(c2ccccc2)CC1=NC (stereo not given)	?	nt
Cc1ccc(OCC(=O)NNC(=O)CSc2ncc(C#N)c(N)n2)cc1	12%	nt
CSc1sc(C)cc1C1C(C#N)=C(N)N(c2cccnc2)C2=C1C(=O)CC(C)(C)C2 (stereo not given)	14%	-19
CCC1(c2ccc(Cl)cc2)NC(=S)N(c2ccc(C)c(C)c2)N1 (stereo not given)	4%	13
CC(=O)N1c2ccc(Cl)cc2C2C=CCC2C1c1cccc2ccccc12 (stereo not given)	?	nt
COC(=O)C(C(=O)OC)=C(/C=C/C=C/N(C)C)N(C)C	?	nt
O=C(Nc1ccc(S(=O)(=O)N2CCOCC2)cc1)c1ccc([N+](=O)[O-])o1	?	nt
Cc1c(NC(=O)C(C)n2cc([N+](=O)[O-])cn2)c(=O)n(-c2ccccc2)n1C (stereo not given)	?	nt
Cc1ccc(C(=O)NCCN2CCOCC2)cc1Cl	?	nt
Brc1ccc(CNCC2CCCO2)cc1 (stereo not given)	?	nt
COc1ccc(C)cc1NC(=O)CN1CCN(S(=O)(=O)c2ccc(Cl)cc2)CC1	?	nt
CC(=O)Nc1ccc(SCC(=O)N(CCC#N)c2cc(C)cc(C)c2)cc1	?	nt
Cc1nn(C)c(C)c1NC(=O)CCSc1nc(-c2ccco2)cc(C(F)(F)F)n1	?	nt
COc1ccc(/C=N/NC(N)=S)cc1OC(=O)c1cccc2ccccc12	?	nt
CS(=O)(=O)N(CC(=O)NCCSC1CCCCC1)c1cccc(F)c1	?	nt
COc1ccc(-n2c(=O)c3c4c(sc3n(CC(=O)NC3CCCC3)c2=O)CCCC4)c(OC)c1	-7%	5
O=C(N/C(=C/C=C/c1ccccc1)C(=O)N1CCCCC1)c1ccc([N+](=O)[O-])cc1	7%	9
O=C(c1cccc(S(=O)(=O)N2CCN(c3ccccc3)CC2)c1)N1CCCC(C(F)(F)F)C1 (stereo not given)	?	nt
CC1CCCCC1NC(=O)COC(=O)c1ccc2c(c1Cl)C(=O)c1ccccc1C2=O (stereo not given)	?	nt
O=C(Nc1ccccc1)Nc1nc(-c2ccc(Cl)cc2)cs1	14%	-4
C=CCNC(=S)NNC(=O)c1ccc(=O)n(Cc2ccc(Cl)cc2Cl)c1	?	nt
CCC(Cc1ccccc1)NC(=O)C1CCN(c2nn3c(=O)cc(C)nc3s2)CC1 (stereo not given)	?	nt
COCCC(=O)N1CCC(Oc2ccc(C(=O)NCCSC)cc2)CC1	?	nt
COc1ccc(C(=O)CC(=O)c2ccccc2O)cc1	?	nt
Cc1ccc2cc(C(c3nnnn3C3CCCC3)N3CCN(c4ccc(F)cc4)CC3)c(=O)[nH]c2c1 (stereo not given)	-1%	1

Later entries.
SMILES	Lipid storage S3	Lipid storage S3 cell count max
CCOc1ccccc1/C=N/NC(=O)CNC(=O)c1cccs1	-3%	1
Cc1cc(C)cc(NC(=O)COc2coc(CN3CCc4ccccc43)cc2=O)c1	?	nt
COc1ccc(N(CC(=O)NC(C)(C)C)C(=O)CCC(=O)Nc2nccs2)c(OC)c1	-4%	30
O=C1CCC([N+](=O)[O-])C(c2ccc3c(c2)OCO3)N1 (stereo not given)	16%	25
Cc1cc(Br)ccc1OCC(=O)NNC(=O)C(=O)Nc1ccccc1	?	nt
NC(=O)C1CCN(c2oc(/C=C/c3ccccc3)nc2S(=O)(=O)c2ccccc2)CC1	?	nt
Cc1ccc(NS(=O)(=O)c2ccc(OCC(=O)Nc3cccc([N+](=O)[O-])c3)c(C)c2)cc1	-1%	-25
CCOc1ccc(S(=O)(=O)N2CCCC(C(=O)NCc3ccccn3)C2)cc1 (stereo not given)	1%	19
Cc1cc(-n2c(C)cc(C(=O)CSc3[nH]c(=O)cc(C(F)(F)F)c3C#N)c2C)no1	?	nt
COc1ccc(Cl)cc1S(=O)(=O)N1CCC(C(=O)NC2CCCC2)CC1	?	nt

Screening results deposited in PubChem BioAssay by National Center for Advancing Translational Sciences (NCATS).
